Screening results: PubChem BioAssay, several laboratories
AID364 = cytotoxicity toward Jurkat T cells, primary screen, cell-based, Jurkat E6.1, NIH starter set (AID 364); Jurkat E6.1 viability, ATP luminescence, 48 h; higher % means a stronger effect; 3,300 tested, 2% active; inhibition, % at 4 µM, or CC50 in µM where a hit was titrated;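 active = concentration giving half-maximal inhibition at or below 20 micromolar; inactive = half-maximal concentration above 20 micromolar, or not dose tested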;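 note: 100% = cells treated with 4 µM doxorubicin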
AID772 = HT29 colon tumor cell growth inhibition, primary screen, imaging, high content imaging, 72 h, CellTiter-Glo (AID 772); HT29 cell growth, HCS imaging cell count, 72 h; stronger effect = higher value; growth inhibition, % at 10 µM; 3,300 tested, 0.6% active;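 active = growth inhibition above 90%, meaning viable cell count cut by more than 90% versus vehicle controls; inactive = growth inhibition below 90%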
A549 proliferation = A549 NSCLC cell proliferation inhibitors – ATP luminescence, human non-small cell lung line, primary screen (AID 371); A549 growth inhibition, ATP luminescence; stronger effect = higher value; growth inhibition, % at 10 µM; 3,300 tested, 8.4% active;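 active = mean growth inhibition over the two runs of 50% or more; inactive = mean growth inhibition under 50%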;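 note: compound exposure lasted 72 h before the ATP read; 0% = untreated cell signal and 100% = no luminescence left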
HT29 cell growth-1 = HT29 colon tumor cell growth inhibition, primary screen, imaging, high content imaging, 24 h, CellTiter-Glo (AID 770); growth inhibition, % at 10 µM; 3,300 tested, under 10 active; HT29 cell number by imaging, 24 h; stronger effect = higher value;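 active = growth inhibition above 90% in viable cell count at a single dose; inactive = growth inhibition below 90%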
HT29 cell growth-2 = HT29 colon tumor cell growth inhibition, primary screen, imaging, high content imaging, 48 h, CellTiter-Glo (AID 771) | HT29 cell growth, HCS imaging cell count, 48 h; stronger effect = higher value | growth inhibition, % at 10 µM | 3,300 tested, 2% active;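 active = growth inhibition above 90%, meaning viable cell count by imaging cut by more than 90% versus vehicle controls; inactive = growth inhibition below 90%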;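 note: percent fewer viable cells counted by imaging than vehicle controls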
HT29 cell growth-1 condensed nuclei = second read-out of HT29 cell growth-1, no call of its own (marks repeat the call); condensed nuclei, %; measured here: percent cells with condensed nuclei;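 share of cells whose nuclear area falls below control median minus 1.5 SD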
HT29 cell growth-1 ATP viability = recorded beside HT29 cell growth-1, whose call it bears; growth inhibition, %; measured here: ATP CellTiter-Glo viability
HT29 cell growth-2 condensed nuclei = recorded beside HT29 cell growth-2, whose call it bears; condensed nuclei, %; measured here: percent cells with condensed nuclei;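 condensed means Hoechst nuclear area under control median minus 1.5 SD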
HT29 cell growth-2 ATP viability = further read-out of HT29 cell growth-2, marked with its call; growth inhibition, %; measured here: ATP CellTiter-Glo viability inhibition
AID772 condensed nuclei = second read-out of AID772, no call of its own (marks repeat the call); condensed nuclei, %; measured here: percent cells with condensed nuclei;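 condensed means nuclear area below control median minus 1.5 SD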
AID772 second = further read-out of AID772, marked with its call; growth inhibition, %; measured here: ATP CellTiter-Glo viability
Active calls of the source: *; nt = no result given.

Below each SMILES: AID364	AID772	AID772 condensed nuclei	AID772 second	A549 proliferation	HT29 cell growth-1	HT29 cell growth-1 condensed nuclei	HT29 cell growth-1 ATP viability	HT29 cell growth-2	HT29 cell growth-2 condensed nuclei	HT29 cell growth-2 ATP viability
COc1ccc(C(=O)N2CCCC2=O)cc1
 : 2.7%	-18.1	5.2	23.0	-7.8	30.1	7.0	14.2	6.2	1.8	nt
O=C(c1ccco1)C12CN3CN(CN(C3)C1)C2
 : -5.6%	17.5	19.6	11.4	-3.0	16.5	2.3	-0.6	7.5	1.6	0.8
Cn1c(O)c(C(=O)c2ccccc2Cl)c(=O)n(C)c1=O
 : 6.1%	-15.9	4.0	11.1	2.1	-30.0	1.1	4.7	-20.0	2.2	-16.3
C[C@]12CCC(=O)C=C1CC[C@@H]1[C@@H]2CC[C@]2(C)C(=O)CC[C@@H]12
 : -4.5%	11.9	2.0	7.9	7.8	8.0	1.9	0.8	-2.4	4.0	nt
O=c1c2ccccc2[se]n1-c1ccccc1
 : 11.6%	60.0	1.3	19.9	29.3	33.0	3.5	18.2	19.8	2.9	nt
CN(C)[C@@H]1C(=O)C(C(N)=O)=C(O)[C@@]2(O)C(=O)C3=C(O)c4c(O)ccc(Cl)c4[C@@](C)(O)C3C[C@@H]12 (stereo partly specified)
 : -6.2%	-44.1	2.8	-21.2	12.8	-48.5	3.7	-20.5	-20.9	3.2	nt
C[N+]1(C)CCc2cc3c(cc2[C@H]1[C@@H]1OC(=O)c2c1ccc1c2OCO1)OCO3
 : 4.9%	-19.4	1.3	-16.7	-2.5	-56.9	3.0	-9.0	15.4	3.1	nt
CN1C(=O)CN=C(c2ccc(Cl)cc2)c2cc(Cl)ccc21
 : -3.8%	24.7	2.7	6.2	24.9	-2.8	2.9	-4.8	-16.6	1.0	nt
CCN(CC)CCN=C(C)c1c(O)n(-c2ccccc2OC)c(=O)[nH]c1=O
 : 1.8%	-51.2	5.3	2.8	-2.1	3.3	4.4	8.3	-2.1	2.1	-12.2
CCc1nc(N2CCNCC2)c(C#N)c2c1CSC(C)(C)C2
 : -5.7%	68.7	30.6	89.9	49.5	41.7	5.4	20.6	82.8	6.3	61.7
Nc1c(C(=O)NCc2ccco2)c2nc3ccccc3nc2n1Cc1ccc(F)cc1
 : 0.0%	28.4	2.5	18.8	86.7*	33.0	1.6	12.0	34.1	1.6	32.2
COc1ccc(C(=O)CN2CCOCC2)cc1F
 : 1.3%	-42.8	2.4	-8.0	16.0	19.1	3.0	-3.0	29.9	4.0	-23.6
Clc1ccc(COC(Cn2ccnc2)c2ccc(Cl)cc2Cl)c(Cl)c1 (stereo unspecified)
 : 6.2%	78.0	0.0	73.0	92.5*	30.2	2.2	52.0	83.1	1.7	nt
CC(CCc1ccccc1)NC(C)C(O)c1ccc(O)cc1 (stereo unspecified)
 : -5.9%	0.3	1.9	-13.3	11.0	10.7	3.1	-7.1	1.4	1.1	nt
CNCC(O)c1ccc(O)cc1 (stereo unspecified)
 : -8.4%	35.0	4.5	12.1	6.5	-0.4	2.1	0.5	4.8	3.8	nt
CCOC(=O)c1cc(C)n(CCc2cnc[nH]2)c1C
 : -4.6%	-24.7	8.0	-2.2	9.0	-12.1	5.0	1.5	-5.6	4.6	-14.8
O=c1[nH]c2ccccc2n1CCCN1CCC(n2c(=O)[nH]c3cc(Cl)ccc32)CC1
 : -7.0%	-27.5	4.7	-15.5	6.0	5.2	3.0	-9.5	-20.9	3.5	nt
C[C@H]1CCCC(=O)CCCCCc2cc(O)cc(O)c2C(=O)O1
 : -0.1%	-5.0	12.0	-0.2	52.1*	-25.7	5.6	-5.9	45.6	5.3	nt
CC(C)[C@H]1C(=O)N2CCC[C@H]2[C@]2(O)O[C@](NC(=O)[C@@H]3C=C4c5cccc6[nH]cc(c56)C[C@H]4N(C)C3)(C(C)C)C(=O)N12
 : 1.9%	-28.1	1.9	-30.7	37.3	8.1	2.2	-19.7	-27.1	3.0	nt
CC[N+]1(C)CCCC(OC(=O)C(O)(c2ccccc2)c2ccccc2)C1 (stereo unspecified)
 : 9.0%	-15.1	1.6	-8.7	-2.2	9.7	4.4	-5.0	-23.1	2.4	nt
CCC(=NCCOc1ccc(Cl)cc1)c1c(O)n(C)c(=O)n(C)c1=O
 : 19.1%	-24.1	10.7	-9.9	55.2*	-3.4	1.6	3.8	12.3	2.4	3.5

Retrieved by structure from the entries so far, 3 records:
Below each SMILES: AID364	AID772	AID772 condensed nuclei	AID772 second	A549 proliferation	HT29 cell growth-1	HT29 cell growth-1 condensed nuclei	HT29 cell growth-1 ATP viability	HT29 cell growth-2	HT29 cell growth-2 condensed nuclei	HT29 cell growth-2 ATP viability
C[N+]1(C)CCc2cc3c(cc2[C@H]1[C@@H]1OC(=O)c2c1ccc1c2OCO1)OCO3
 : 4.9%	-19.4	1.3	-16.7	-2.5	-56.9	3.0	-9.0	15.4	3.1	nt
Clc1ccc(COC(Cn2ccnc2)c2ccc(Cl)cc2Cl)c(Cl)c1 (stereo unspecified)
 : 6.2%	78.0	0.0	73.0	92.5*	30.2	2.2	52.0	83.1	1.7	nt
C[C@H]1CCCC(=O)CCCCCc2cc(O)cc(O)c2C(=O)O1
 : -0.1%	-5.0	12.0	-0.2	52.1*	-25.7	5.6	-5.9	45.6	5.3	nt

Of the compounds above, these have four or more nitrogen atoms:
Below each SMILES: AID364	AID772	AID772 condensed nuclei	AID772 second	A549 proliferation	HT29 cell growth-1	HT29 cell growth-1 condensed nuclei	HT29 cell growth-1 ATP viability	HT29 cell growth-2	HT29 cell growth-2 condensed nuclei	HT29 cell growth-2 ATP viability
CCN(CC)CCN=C(C)c1c(O)n(-c2ccccc2OC)c(=O)[nH]c1=O
 : 1.8%	-51.2	5.3	2.8	-2.1	3.3	4.4	8.3	-2.1	2.1	-12.2
CCc1nc(N2CCNCC2)c(C#N)c2c1CSC(C)(C)C2
 : -5.7%	68.7	30.6	89.9	49.5	41.7	5.4	20.6	82.8	6.3	61.7
Nc1c(C(=O)NCc2ccco2)c2nc3ccccc3nc2n1Cc1ccc(F)cc1
 : 0.0%	28.4	2.5	18.8	86.7*	33.0	1.6	12.0	34.1	1.6	32.2
O=c1[nH]c2ccccc2n1CCCN1CCC(n2c(=O)[nH]c3cc(Cl)ccc32)CC1
 : -7.0%	-27.5	4.7	-15.5	6.0	5.2	3.0	-9.5	-20.9	3.5	nt
CC(C)[C@H]1C(=O)N2CCC[C@H]2[C@]2(O)O[C@](NC(=O)[C@@H]3C=C4c5cccc6[nH]cc(c56)C[C@H]4N(C)C3)(C(C)C)C(=O)N12
 : 1.9%	-28.1	1.9	-30.7	37.3	8.1	2.2	-19.7	-27.1	3.0	nt

Not all compounds are listed; count on the stated rates, not on these rows.
